Assay outcomes as filed in PubChem.
BRCT PPI green – BRCA1 BRCT-phosphoprotein interaction inhibition. P38398. BRCA1 BRCT-phosphopeptide binding, green fluorescence polarization. Potency, µM (doses to about 76.9 µM), for the others: at the top dose activity change, negative = inhibition, usual class: inhibitors. 75,000 tested, 0.05% active. AID 875;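 further: potency means the concentration at half of the fitted maximal effect; plate controls were peptide without protein for full effect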
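Fluorescence polarization: His-tagged BRCT (~35 kDa BRCA1 C-terminus, 250 nM) bound to 100 nM fluorescein-labeled phosphorylated 10-aa BACH1 peptide, pH 7.3 phosphate buffer with DTT and Tween 20. Compounds incubated 12 min at room temperature; inhibition read as lowered polarization.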
Casp7 inh – blocks human caspase-7 allosterically or competitively. recombinant caspase-7, Ac-DEVD-AFC fluorescence rate. AID 889. P55210. Potency, µM (series often up to 57.5 µM), inactives show at the highest dose activity change, negative = inhibition, actives largely listed as inhibitors. 75,000 tested, 0.02% active; active means well fitted inhibition curve with a large enough effect in the main read-out, with a control signal flat, not every such curve was filed as active; inconclusive means small, poorly fitted or top-dose-only effect, or a change in a side signal; further: potency means the concentration at half of the fitted maximal effect; % of control where 0% means no effect
A350 autofl – compounds fluorescent in Alexa 350 spectral region. max dye-equivalent concentration, M. 59,000 tested, 11% active. AID 590. Compound autofluorescence, 340/450 nm, Alexa 350 dye-equivalents; hits give high values; in the data active means max dye-equivalent concentration above about 10 nM; inconclusive means mostly about 1.1 nM to 9.6 nM
USP2a inhib – USP2a (human) protease inhibition | AID 927 | USP2a enzymatic assay, qHTS inhibition | Potency, µM (highest dose often 38.3 µM), for the others: at the highest dose activity change, negative = inhibition, most hits filed as inhibitors | 60,000 tested, 0.1% active | O75604;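 further: potency means the concentration at half of the fitted maximal effect; nearly all actives have a fitted effect of over 60% in size; plate controls were DMSO for no effect and NEM full inhibition control for full effect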
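20 nM USP2 core + cpd, 30 min RT; add 20 nM Ub-PLA2/20 uM NBD C6-HPC; read Ex460/Em535 at 0 h and 2.5 h. Normalized to NEM; qHTS curve fit/classification.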
Rhodamine autofl – rhodamine region autofluorescence | 59,000 tested, 0.05% active | AID 594 | Rhodamine-region fluorescence, 547/598 nm, Tris buffer; hits give high values | max dye-equivalent concentration, M; in the data active means max dye-equivalent concentration above about 11 nM; inconclusive means between about 1.1 nM and that limit
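Intrinsic compound fluorescence, ex 547 / em 598 nm, CCD imager. Tris 100 mM pH 8.0; 15 min RT. Output = rhodamine dye-equivalent concentration at each compound concentration.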
TexasRed autofl – Texas Red region autofluorescence; 59,000 tested, 0.06% active; Compound fluorescence, Texas Red channel, 547/618 nm; hits give high values; max dye-equivalent concentration, M; in the data active means max dye-equivalent concentration above about 10 nM; inconclusive means between about 1.1 nM and that limit
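Fluorescence at ex 547/em 618 nm, normalized against an on-plate Texas Red standard series to give dye-equivalent concentration per compound concentration. Buffer 100 mM Tris, pH 8.0; 15 min RT incubation before CCD imaging.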
4-MU autofl – compound fluoresces in the 4-MU spectral region | 59,000 tested, 11% active | compound autofluorescence, 340/450 nm, 4-MU equivalents; hits give high values | max dye-equivalent concentration, M | AID 589; in the data active means max dye-equivalent concentration above about 10 nM; inconclusive means mostly about 1.1 nM to 9.6 nM
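Compounds in 100 mM Tris, pH 8.0, sat 15 min at room temperature before fluorescence was read at 340 nm excitation/450 nm emission; a per-plate six-point 4-MU standard curve converted signals to dye-equivalent concentration at each compound concentration.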
Fluorescein autfl – compound fluoresces in the fluorescein spectral region; Compound autofluorescence, 480/540 nm, fluorescein-equivalent; hits give high values; max fluorescein-equivalent concentration, M; 59,000 tested, 0.91% active; in the data active means max fluorescein-equivalent concentration above about 10 nM; inconclusive means between about 1.1 nM and that limit
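Normalized response (dye-equivalent concentration) derives from comparing each well's 540 nm emission, under 480 nm excitation, with plate-resident fluorescein standards. Compounds were held in 100 mM Tris, pH 8.0, for 15 min at room temperature.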
HEK293 cAMP cs – counter-screen for TSHR agonists: cAMP increase in parental HEK293; parental HEK293 CNG cAMP sensor, membrane potential fluorescence; Potency, µM (titrated, usually from 57.1 µM), inactives show at the highest dose activation, actives largely listed as activators; 73,000 tested, 2.5% active; AID 938; further: potency means the concentration at half of the fitted maximal effect; % of control where 0% means no effect; nearly all actives have a fitted effect of over 55% in size
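Parental HEK 293 cells stably expressing a cAMP-gated CNG channel were loaded with membrane potential dye containing 100 uM RO 20-1724 for 60 min. Compound added for 30 min; depolarization read as fluorescence intensity at 590 nm.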
Caspase-1 inhib – allosteric or competitive inhibitors of human caspase-1; Potency, µM (highest dose often 57.5 µM), for the others: at the highest dose activity change, negative = inhibition, usual class: inhibitors; 75,000 tested, 0.03% active; Caspase-1 enzyme, Ac-WEHD-AFC fluorogenic rate; P29466; AID 900;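 further: potency means the concentration at half of the fitted maximal effect; plate controls were vehicle for no effect and no substrate for full effect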
BRCT inh red – BRCT-phosphoprotein interaction inhibition (red fluorophore); 75,000 tested, 0.03% active; Potency, µM (doses to about 76.9 µM), without a hit: top-dose activity change, negative = inhibition, usual class: inhibitors; BRCT-phosphopeptide binding, red fluorescence polarization; AID 892; further: on the % scale 0 is the no-effect control and ±100 the full control effect
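Rhodamine-labelled pBACH1 10-mer (100 nM) bound to BRCT domain (100 nM) at pH 7.3; compounds incubated 12 min room temperature, polarization read. Free peptide defines full inhibition; unlabelled decapeptide titrated as control.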
Starred values were filed as active, the others as inactive; i = inactive; ? = inconclusive; . = no result given; & = joins results of further samples; [ ] = remark or other dose. Unless noted, the call rests on the fitted dose curve; in most records, active means well fitted curve in the direction sought with a large enough effect; inconclusive means small, poorly fitted or top-dose-only effect, or another doubt; inactive means no such curve, though single readings can be large; an effect the other way counts as inactive or inconclusive. Only part of the results is shown. The share of hits here may be higher or lower than overall.

Under each structure – BRCT PPI green, Casp7 inh, A350 autofl, USP2a inhib, Rhodamine autofl, TexasRed autofl, 4-MU autofl, Fluorescein autfl, HEK293 cAMP cs, Caspase-1 inhib, BRCT inh red
#1 Cc1ccc(OCCCC(=O)N2CCOCC2)c(C)c1
  0.1%, -1%, i, 3%, i, ?, i, i, 3%, 1%, 0.5%
#2 CC(=O)NC1=NC(=O)CS1
  -2.0%, 0%, i, -9%, i, i, i, i, 1%, 1%, 0.1%
#3 COc1ccc(-c2c(C)nn3c(N4CCC(C(=O)N5CCCCC5)CC4)cc(C)nc23)cc1OC
  -0.5%, -2%, ., ., ., ., ., ., -5%, -1%, -0.3%
#4 CCOc1cccc2c1OC1(C)CC2NC(=O)N1c1cccc(F)c1 (stereo unspecified)
  1.3%, 1%, i, 11%, i, i, i, i, -7%, 0%, -1.3%
#5 CC1Cn2c(nnc2-c2ccccc2O)S1 (stereo unspecified)
  -1.7%, 1%, ., ., ., ., ., ., 3%, -1%, -0.5%
#6 CC(C)=C1C(=O)C(c2ccccc2)=C2CN3C(=O)N(CCc4ccccc4)C(=O)[C@]3(Cc3ccc(C(F)(F)F)cc3)[C@H]21
  -1.2%, 0%, ., ., ., ., ., ., 1%, -1%, 1.8%
#7 Cn1cnc([N+](=O)[O-])c1Sc1ncnc2nc[nH]c12
  -1.2%[3.08 µM], 1%, i, -10%, i, ?, i, ?, -1%, 0%, 2.9%
#8 Cc1ccc(C)c(Cc2c(C)nc3c(C(=O)N4CCOCC4)cnn3c2C)c1
  1.5%, 0%, 2.3e-08M*, -19%, i, i, 1.7e-08M*, ?, 6%, -3%, 1.3%
#9 Cc1nnc(SCC(=O)Nc2ccc3c(c2)COC3=O)n1-c1ccccc1
  1.5%, 0%, ., ., ., ., ., ., -3%, -1%, -2.8%
#10 O=C(NCc1ccccc1F)c1cccs1
  -1.4%, 1%, i, -6%, i, ?, i, i, 8%, 1%, -1.5%
#11 COc1ccc(N2CCN(C(=O)c3ccc(N4C(=O)NC5CC4(C)Oc4ccccc45)cc3)CC2)cc1 (stereo unspecified)
  -2.3%, -1%, i, 21%, i, i, i, i, -2%, 0%, -3.4%
#12 O=C(Cn1nnc2ccccc2c1=O)Nc1ccc2c(c1)CCC2
  -1.0%, -2%, i, 35%[activator], i, i, i, ?, -13%, 5%, -0.3%
#13 O=c1[nH]c(SCc2c(Cl)c(Cl)c(Cl)c(Cl)c2Cl)nc(=S)[nH]1
  1.9%[15.4 µM], ?, i, ., i, i, i, i, 11%[11.4 µM], 3%[11.5 µM], -0.2%[15.4 µM]
#14 Cc1ccc(NC(=O)N2CCC(O)(c3ccc(Cl)cc3)CC2)cc1
  -3.0%, -2%, i, 6%, i, ?, i, ?, -24%, 2%, -0.6%
#15 COc1cc(-c2nnc(COC(=O)C3c4ccccc4Oc4ccccc43)o2)cc(OC)c1OC
  1.8%, -3%, i, 19%, i, i, i, i, 23%, -2%, -2.4%
#16 O=C(NCCCNC(=O)c1ccco1)c1ccco1
  0.6%, -1%, ., 2%, ., ., ., ., 6%, -2%, -0.6%
#17 CN(C)S(=O)(=O)c1ccc(NS(=O)(=O)/C=C/c2ccccc2)cc1
  -1.1%, 0%, i, -2%, i, i, i, i, 12%, 1%, 0.8%
#18 CN1CCN(C(=O)c2ccc(CS(=O)(=O)c3c(Cl)cccc3Cl)o2)CC1
  -1.9%, -1%, ., ., ., ., ., ., 5%, 4%, -1.3%
#19 O=C(CCS(=O)(=O)Cc1ccccc1)NCc1ccco1
  -1.3%, -3%, i, -4%, i, i, i, ?, -3%, -2%, 0.2%
#20 O=S(=O)(c1ccc2c(c1)OCCO2)N1CCC(c2nc3ccc(Cl)cc3[nH]2)CC1
  -2.7%, -3%, i, 71%[activator], i, ?, i, ?, 22%, -1%, -1.0%
#21 Cc1cc(-c2ccccc2)c(C#N)c(SCC(N)=O)n1
  0.3%, 1%, i, ., i, i, i, i, 12%, -2%, -1.1%
#22 COc1cccc(C(=O)NCC(c2cccnc2)N2CCN(c3ccccc3OC)CC2)c1 (stereo unspecified)
  12%, -6%, ., ., ., ., ., ., ?, -9%, -0.8%
#23 NC(=O)Nn1c(CCC(=O)O)ccc1-c1ccc(Br)cc1
  2.0%, -1%, 3.1e-08M*, 0%, i, i, 2.9e-08M*, i, 8%, -1%, -2.5%
#24 Cc1ccc(NC(=O)c2cc(N(C)C)ccc2[P+](=O)O)cc1
  -5.0%, -2%, ?, -4%, i, i, ?, i, 7%, 0%, -1.4%
#25 Nc1nc2ccc(Cl)cc2c2nc(-c3ccco3)nn12
  -2.0%, -3%, i, 5%, i, ?, i, i, 22%&3%, 0%, -5.3%
#26 CC(=O)c1c(C)nc(-c2ccc(Cl)cc2)nc1NC(=O)C(C)C
  1.3%, -2%, i, 13%, i, i, i, i, ?, -1%, 0.0%
#27 O=C(C1CCC(=O)N1Cc1ccccc1Cl)N1CCN(c2ccc(F)cc2)CC1 (stereo unspecified)
  0.9%, 3%, i, 7%, i, i, i, i, 9%, -2%, 0.9%
#28 COc1ccc(NC(=O)Nc2c(C)n(-c3ccccc3)c(=O)n2C)cc1OC
  -2.9%, -1%, i, -6%, i, i, i, ?, 0%, 0%, 0.4%
#29 Cc1cccc(C(=O)N2CCC(n3nnc4cc(F)ccc43)CC2)c1
  0.9%, 2%, i, 5%, i, i, i, i, 0%, 2%, -0.5%
#30 O=C(Cn1nnc2c(cnn2-c2ccc(F)cc2)c1=O)OC1CCCCC1
  1.7%, -4%, ?, 0%, i, ?, ?, i, ?, -4%, -3.3%
#31 CC(OC(=O)c1cc2sccc2n1C)C(=O)NCc1cccs1 (stereo unspecified)
  -1.3%, 0%, i, -2%, i, i, i, i, 29%, -2%, -0.9%
#32 Cc1cc(-c2ccc(Cl)cc2)n2nc(N)nc2n1
  -1.9%, -15%, 5.8e-08M*, -4%, i, i, 5.5e-08M*, ?, -3%, 0%, -1.6%
#33 Nc1[nH]nc2nc(N3CCOCC3)nc(-c3ccccc3)c12
  -2.4%, -1%, i, -1%, i, i, i, i, 16%, -2%, -0.2%
#34 COc1ccc(CCNS(=O)(=O)c2ccc(C(=O)NCc3ccco3)cc2)cc1OC
  -1.4%, 1%, i, 11%, i, i, i, i, 7%, 2%, -0.9%
#35 COCCNC(=O)CCSCc1ccccc1F
  -3.3%, 0%, i, -4%, i, i, i, ?, 10%, -2%, 2.0%
#36 CCOc1ccc(OCC)c(C2C(C#N)=C(N)N(c3cccnc3)C3=C2C(=O)CC(C)(C)C3)c1 (stereo unspecified)
  0.7%, 0%, 1.2e-08M*, 7%, i, ?, 1.1e-08M*, i, -1%, 0%, -4.7%
#37 CCOC(=O)c1sc(NC(=O)c2cccs2)cc1C
  -2.8%, -21%, 4.3e-07M*, 3%, i, i, 4e-07M*, i, 10%, ?, 0.2%
#38 N[C@@H]1C(O)OC(CO)C(O)C1O (stereo partly specified)
  -1.1%[3.08 µM], 1%, ., -2%, ., ., ., ., ., 6%, 0.8%
#39 COc1ccc(OCC(O)CNC(=O)c2ccc(Br)cc2)cc1 (stereo unspecified)
  0.2%, -1%, i, -6%, i, i, i, i, 6%, 0%, 0.5%
#40 COC(=O)c1ccsc1NC(=O)CN1CCN(c2ccc(F)cc2)CC1
  -0.9%, 0%, i, -6%, i, ?, i, i, 13%, -1%, 0.7%
#41 COC(=O)CC(=O)CSc1nc(C)cc(C)c1C#N
  -0.6%, -6%, ?, -11%, i, i, ?, i, 3%, -5%, 1.0%
#42 O=c1c2ccccc2nnn1CSc1nnc(-c2cccs2)n1Cc1ccccc1
  -2.8%, -3%, i, 16%, i, i, i, ?, ?, -2%, 0.6%
#43 CCN1CCN(c2nc(C)nc3c2sc(=S)n3C)CC1
  -2.0%, 0%, ., ., ., ., ., ., ?, 0%, 0.0%
#44 CCc1nc(SCc2cccnc2)c(C#N)cc1C
  ., ., i, ., i, i, i, i, ., ., .
#45 CCCc1cc(N2CCCC(C(=O)NCc3ccc4c(c3)OCO4)C2)n2ncnc2n1 (stereo unspecified)
  -1.0%, -1%, i, 7%, i, i, i, i, 11%, -2%, 0.8%
#46 CCNc1cc2n(c(=O)n1)CCc1cc(OC)c(OC)cc1-2
  -2.4%, -2%, 6.2e-08M*, -2%, i, i, 5e-08M*, ?, -1%, -4%, 0.3%
#47 c1ccc(CCNC2=NCCCS2)cc1
  -1.8%, 5%, i, -7%, i, ?, i, i, 10%, 1%, -0.2%
#48 COc1ccc(C(=O)N2CCC3(CC2)CN(C(=O)Nc2ccccc2)C3)cc1
  -0.8%, 0%, i, 35%[activator], i, i, i, ?, ?, 0%, 0.4%
#49 COC(=O)C1=C(C)N(C2CCCC2)C(=O)C1(NC(C)=O)C(F)(F)F (stereo unspecified)
  -0.9%, -3%, i, 20%, i, i, i, i, 4%, 0%, 1.4%
#50 COc1ccccc1-c1ccc2ncnc(NCc3cnc(C)cn3)c2c1
  1.7%, -4%, i, 113%[activator], i, i, i, ?, 25µM*, -3%, -1.9%
